Pol eta inh: qHTS for Inhibitors of Polymerase Eta; Potency, µM (series often up to 114 µM), for the others: top-dose activity change, negative = inhibition, usual class: inhibitors; AID 588591, 2011; recombinant Pol eta, fluorescent DNA replication assay; DNA polymerase eta (Homo sapiens), Q9Y253; 390,000 compounds, 1.2% hits; also: potency is read from the fitted curve at half-maximal effect; % is scaled to controls: 0 for no effect and ±100 for the full control effect
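Pol eta (10 nM) was preincubated with compounds for 15 min at room temperature, after which fluorescent replication substrate (50 nM final) was added to start the reaction. Fluorescence was read kinetically at 0 and 10 min.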
LDHA inh: qHTS assay for inhibitors of human lactate dehydrogenase. L-lactate dehydrogenase A chain (Homo sapiens), P00338. purified LDHA, NADH/diaphorase-resazurin fluorescence; stronger effect = lower value. activity change, % (values are at about 110 or 230 µM). 480,000 compounds, 0.15% hits; in the data active = activity change below about -30%; inconclusive = mostly about -25% to -30%;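 also: plate controls were DMSO wells for no effect and wells without enzyme for full effect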
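LDH5 2 nM; NADH 0.06 mM, pyruvate 0.2 mM; 200 mM Tris pH 7.4, EDTA, Tween-20; 5 min RT. Detection: diaphorase 0.133 mg/mL + resazurin 37 µM, fluorescence ex540/em590 at 0 and 20 min; normalized to enzyme-free and DMSO wells.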
POLK inh: qHTS for Inhibitors of Polymerase Kappa | purified Pol kappa, fluorescent DNA synthesis assay, 10 min | Potency, µM (doses to about 107 µM), inactives show at the top dose activity, negative = inhibition, usual class: inhibitors | 400,000 compounds, 0.53% hits; also: potency is read from the fitted curve at half-maximal effect; % is scaled to controls: 0 for no effect and ±100 for the full control effect
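Readout: fluorescence, taken kinetically at 0 and 10 min. Conditions: 10 nM Pol kappa, 15 min RT compound preincubation, 50 nM substrate final. Controls: enzyme-free buffer wells.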
Apoferritin bind: qHTS Assay for Identification of Novel General Anesthetics. Ferritin light chain (Equus caballus), P02791. apoferritin/1-aminoanthracene competitive binding, fluorescence. Potency, µM (series often up to 77.5 µM), for the others: top-dose activity change, negative = displacement, actives largely listed as inhibitors. 350,000 compounds, 0.074% hits; also: potency is read from the fitted curve at half-maximal effect; % is scaled to controls: 0 for no effect and ±100 for the full control effect; nearly all actives have a fitted effect of over 20% in size
Target sequence (P02791 2-175 limits assumed): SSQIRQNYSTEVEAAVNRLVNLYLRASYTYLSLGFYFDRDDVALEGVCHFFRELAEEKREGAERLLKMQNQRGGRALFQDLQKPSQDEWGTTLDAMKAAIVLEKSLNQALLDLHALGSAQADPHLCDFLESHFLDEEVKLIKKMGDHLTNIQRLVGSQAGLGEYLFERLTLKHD
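Horse-spleen apoferritin (10 uM) in 50% saturated 1-aminoanthracene in PBS was incubated 10 min at room temperature with compound. Fluorescence (ex 380, em 535 nm) was normalized to free and bound 1-AMA, with concentration-response fitted by a four-parameter Hill equation.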
ERG-DNA inh: qHTS for Small Molecule Inhibitors of the ERG Ets/DNA interaction. AID 624246, 2012. Potency, µM (series often up to 76.9 µM), inactives show at the top dose FP activity, negative = inhibition, most hits filed as inhibitors. 370,000 compounds, 0.028% hits. Transcriptional regulator ERG (Homo sapiens), P11308. fluorescence polarization, His-ERG Ets domain / labelled DNA; active = well fitted inhibition curve with a large enough effect in the polarisation, with a control signal flat; inconclusive = small, poorly fitted or top-dose-only effect, or effect the other way, or a change in a side signal; inactive = no such curve, though single readings can be large or run the other way; the % refers to the polarisation;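 also: polarization taken with two DNA probes labelled with fluorescein and Texas red; potency is read from the fitted curve at half-maximal effect; % of control where 0% means no effect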
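His-tagged ERG Ets domain (1 uM in the protein solution; 300mM KCl, 50mM Tris-HCl, 1mM EDTA, 1mM DTT, pH 7.5) received compound, then a probe mix of 5 nM fluorescein-DNA and 100nM Texas-615-DNA. Fluorescence polarization was read for both dyes.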
Pol beta inh: qHTS Assay for Inhibitors of DNA Polymerase Beta. P06746. Pol beta primer extension/strand displacement, fluorescence kinetic. Potency, µM (top dose mostly 114 µM), for inactives: at the top dose activity change, negative = inhibition, usual class: inhibitors. 340,000 compounds, 1.3% hits. AID 485314, 2010; also: potency is read from the fitted curve at half-maximal effect; % is scaled to controls: 0 for no effect and ±100 for the full control effect
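Human Pol beta at 10 nM; strand-displacement substrate 50 nM final. Compound exposure 15 min at room temperature before start, reaction 10 min at room temperature.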
ALOX12 inh: Primary qHTS assay for inhibitors of human arachidonate 12S-lipoxygenase (ALOX12): Round 2 | Potency, µM (series often up to 108 µM), inactives show top-dose activity change, negative = inhibition, usual class: inhibitors | Polyunsaturated fatty acid lipoxygenase ALOX12 (Homo sapiens), P18054 | purified 12hLO, xylenol orange hydroperoxide absorbance | 580,000 compounds, 1.1% hits | AID 1671190, 2021; also: potency is read from the fitted curve at half-maximal effect; % is scaled to controls: 0 for no effect and ±100 for the full control effect
Target sequence (P18054 whole entry, looked up): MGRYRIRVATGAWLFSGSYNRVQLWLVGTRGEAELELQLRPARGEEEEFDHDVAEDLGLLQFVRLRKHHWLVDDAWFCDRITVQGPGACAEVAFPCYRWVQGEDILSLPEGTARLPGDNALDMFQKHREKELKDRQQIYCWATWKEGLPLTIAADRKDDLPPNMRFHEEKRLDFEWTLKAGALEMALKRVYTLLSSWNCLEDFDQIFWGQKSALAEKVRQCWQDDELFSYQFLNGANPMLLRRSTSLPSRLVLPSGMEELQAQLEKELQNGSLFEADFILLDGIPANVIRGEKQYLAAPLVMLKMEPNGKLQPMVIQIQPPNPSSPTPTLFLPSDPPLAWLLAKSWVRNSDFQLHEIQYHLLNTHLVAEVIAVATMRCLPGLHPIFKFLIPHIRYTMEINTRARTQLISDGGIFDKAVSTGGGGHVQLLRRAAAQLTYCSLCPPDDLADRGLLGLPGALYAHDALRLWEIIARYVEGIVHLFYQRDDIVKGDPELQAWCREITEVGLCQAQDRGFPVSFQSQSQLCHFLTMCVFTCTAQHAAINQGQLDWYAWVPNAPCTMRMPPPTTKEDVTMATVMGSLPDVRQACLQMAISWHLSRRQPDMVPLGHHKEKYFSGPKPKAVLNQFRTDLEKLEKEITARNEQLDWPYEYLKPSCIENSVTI
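Hydroperoxide product was detected by ferrous iron/xylenol orange as the 573 to 405 nm absorbance ratio. Arachidonic acid at 40 uM (final) was turned over for 30 min at room temperature by 150 nM human 12hLO, pH 7.0 Hepes buffer, after 15 min compound preincubation.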
APE1 inh: qHTS Assay for Inhibitors of the Human Apurinic/apyrimidinic Endonuclease 1 (APE1). DNA repair nuclease/redox regulator APEX1 (Homo sapiens), P27695. recombinant APE1, TAMRA/BHQ-2 abasic DNA cleavage fluorescence. Potency, µM (doses to about 65.8 µM), without a hit: top-dose activity change, negative = inhibition, actives largely listed as inhibitors. 350,000 compounds, 0.35% hits. AID 2517, 2012;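 also: potency is read from the fitted curve at half-maximal effect; plate controls were vehicle for no effect and reference inhibitor for full effect; nearly all actives have a fitted effect of over 55% in size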
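Compound pre-exposure to 0.75 nM APE1, 15 min at ambient temperature. Reaction initiated with 50 nM TAMRA/BHQ-2 THF substrate, read immediately in kinetic mode, 525 nm excitation, 598 nm emission.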
RGS4 inh: Inhibitors of Regulator of G Protein Signaling (RGS) 4: qHTS. Transcreener GDP fluorescence polarization, RGS4-accelerated GTP hydrolysis. Potency, µM (doses to about 114 µM), for inactives: at the top dose activity change, negative = inhibition, actives largely listed as inhibitors. 390,000 compounds, 0.039% hits. AID 504845, 2011; also: potency is read from the fitted curve at half-maximal effect; % is scaled to controls: 0 for no effect and ±100 for the full control effect; nearly all actives have a fitted effect of over 75% in size; some results filed as inactive show a strong effect at the top dose
Target sequence (P49798 whole entry, looked up): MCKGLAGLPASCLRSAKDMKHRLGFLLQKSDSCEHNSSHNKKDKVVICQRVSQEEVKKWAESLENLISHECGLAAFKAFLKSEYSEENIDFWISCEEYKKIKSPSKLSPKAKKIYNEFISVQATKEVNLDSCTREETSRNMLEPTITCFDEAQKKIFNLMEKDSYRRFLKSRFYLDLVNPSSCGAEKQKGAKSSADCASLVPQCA
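MLSMR compounds (23 nl, pin-transferred) preincubated 10 min at room temperature with a 500nM (2x) first reagent, then RGS4 at 900nM (2x) plus Transcreener GDP mix added; fluorescence polarization (620/688 nm) read before and after 90 min at 30 °C.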
The depositor's hits bear a star; ? = inconclusive; / = no result given; [ ] = another dose, or the depositor's remark. Unless noted, calls follow the shape of the dose curve; as a rule, active = well fitted curve in the direction sought with a large enough effect; inconclusive = small, poorly fitted or top-dose-only effect, or another doubt; inactive = no such curve, though single readings can be large; an effect the other way counts as inactive or inconclusive. Not all compounds are listed, so the mix of outcomes need not match the whole.

SMILES | Pol eta inh | LDHA inh | POLK inh | Apoferritin bind | ERG-DNA inh | Pol beta inh | ALOX12 inh | APE1 inh | RGS4 inh
O=C(Nc1ccc(N2CCOCC2)cc1)Nc1ccc2nc(-c3ccco3)c(-c3ccco3)nc2c1 | -18% | 13 | -18% | -10% | ? | 5µM* | ? | 4% | -26%
COc1ccc([N+](=O)[O-])c(S(=O)(=O)c2ccccc2)n1 | -6% | -6 | 1% | -5% | 17% | 21% | -160% | -3% | ?
Cc1ccc(OCC(=O)c2cc(C)n(C)c2C)c([N+](=O)[O-])n1 | -14% | 10 | -4% | -19% | 3% | 1% | -8% | 33%[activator] | -27%
O=S(=O)(c1cccc2cccnc12)N1CCOCC1 | -10% | -5 | -12% | 6% | -1% | -9% | 13% | 2% | -24%
CCn1nccc1C(=O)NC1=C(C#N)CCC1 | -8% | 2 | 6% | 31%[activator] | 0% | -7% | -17% | -6% | -11%
COCCOC(=O)C1=C(N)OC2=C(C(=O)CC(C)(C)C2)C1c1ccncc1 (stereo not given) | -15% | 0 | 8% | -1% | 11% | 33% | 1% | -1% | -9%
CC(C)c1ccc(S(=O)(=O)N2CCN(C(=O)C3CCCCC3)CC2)cc1 | -4% | -2 | 4% | -4% | 2% | 25% | 1% | -8% | 3%
Cc1nn2c(-c3ccc(S(=O)(=O)N4CCN(CCO)CC4)o3)nnc2c2ccccc12 | 9% | -2 | 11% | -20% | -21% | ? | 16% | 13% | 4%
Cc1ccc2cc(C3CC(c4cccs4)=NN3S(C)(=O)=O)c(Cl)nc2c1 (stereo not given) | -16% | 0 | -7% | -6% | -6% | 15% | 2% | -5% | 19%
CCOc1ccc(CC(=O)Nc2c(C(=O)c3ccc(Cl)cc3)oc3ccccc23)cc1OCC | 2% | 0 | 6% | -4% | 2% | 23% | ? | / | 2%
COc1ccc(Cn2ccn(Cc3cccc(Cl)c3)c(=O)c2=O)cc1 | -18% | 4 | 1% | 2% | 22% | 4% | -3% | / | -2%
COc1ccc(NC(=O)CN(C)C(=O)c2cccc(S(=O)(=O)Nc3ccc(F)cc3)c2)cc1 | -11% | -9 | -23% | / | -9% | / | -25% | 0% | 2%
Cc1ccc(C)c(NC(=O)c2cc(-c3ccccc3O)n[nH]2)c1 | 2% | 2 | -7% | 5% | 3% | 3% | / | 45% | -4%
CCC(C)N(C(=O)COC(=O)C1CCN(S(=O)(=O)c2ccc(C)c(C)c2)CC1)C1CCS(=O)(=O)C1 (stereo not given) | 6% | -15 | 0% | / | 0% | / | -13% | -6% | -6%
N#Cc1ccccc1Sc1ccccc1C(=O)NCC(c1ccco1)N1CCCCC1 (stereo not given) | -20% | -13 | -2% | / | 11% | / | -2% | -5% | 7%

Single records, as listed above. Order of values: Pol eta inh	LDHA inh	POLK inh	Apoferritin bind	ERG-DNA inh	Pol beta inh	ALOX12 inh	APE1 inh	RGS4 inh
Listed for CC(C)c1ccc(S(=O)(=O)N2CCN(C(=O)C3CCCCC3)CC2)cc1 → -4%	-2	4%	-4%	2%	25%	1%	-8%	3%
Listed for COc1ccc(NC(=O)CN(C)C(=O)c2cccc(S(=O)(=O)Nc3ccc(F)cc3)c2)cc1 → -11%	-9	-23%	/	-9%	/	-25%	0%	2%

(further entries)
SMILES | Pol eta inh | LDHA inh | POLK inh | Apoferritin bind | ERG-DNA inh | Pol beta inh | ALOX12 inh | APE1 inh | RGS4 inh
CCOc1ccc(NC(=S)N2CCCC2)cc1 | -19% | -4 | -9% | -6% | 3% | 2% | 0% | 35% | 1%
CCN(CC)c1cc(-c2ccccc2)ncn1 | -1% | -5 | -9% | -5% | 0% | -2% | -9% | 1% | -17%
NS(=O)(=O)c1cc(C(=O)NCC2CCCCC2)ccc1Cl | 0% | -4 | -3% | -5% | -4% | 0% | -12% | 31% | -1%
Cc1oc2c(C)c3oc(=O)c(CCC(=O)N[C@@H](CC(C)C)C(=O)O)c(C)c3cc2c1C | -7% | 2 | 12% | 1% | -13% | 15% | 3% | -6% | -10%
O=c1c2ccccc2nc(/C=C/c2ccc([N+](=O)[O-])o2)n1CCCO | 16µM* | 0 | 1% | -16% | 1% | ? | ? | -1% | -5%
Cc1ccc(CNC(=O)CN(C(=O)C2(C)CC(=O)N=C3C=CC=CN32)c2ccc(F)cc2)cc1 (stereo not given) | -12% | -5 | -6% | -9% | -1% | 13% | -12% | 28% | -24%
COc1cc(Nc2nc3c(S(=O)(=O)c4ccc(C)c(C)c4)nnn3c3ccsc23)cc(OC)c1 | -4% | -9 | -1% | -11% | 3% | 2% | ? | / | -1%
COc1ccc(CCN2CC(C(=O)OC(C)C(=O)Nc3cccc(Cl)c3)CC2=O)cc1OC (stereo not given) | -20% | -2 | 4% | / | -3% | / | 23% | 23% | 27%
CC(=O)NC(CSc1cc(C)nc2ccc(Br)cc12)C(=O)O (stereo not given) | 0% | -7 | 3% | 5% | -7% | 39% | 9% | -1% | 15%
COc1ccc(Br)cc1-c1nc(C)c(C(C)=O)n1O | -7% | -10 | -4% | 0% | -2% | -8% | -10% | -1% | 2%
Nc1nc(NCCc2ccccc2)nc(NCCO)c1[N+](=O)[O-] | -24% | -6 | 11% | -4% | 10% | 0% | 6% | -1% | 0%
COc1ccc(-c2cc(=O)oc3cc(OCC(=O)N4C[C@H]5C[C@@H](C4)c4cccc(=O)n4C5)ccc23)cc1 | -15% | -1 | 1% | -12% | 0% | 1% | -3% | -7% | -15%
O=C(CCCCn1c(=O)c2ccccc2n(Cc2ccc(Cl)cc2)c1=O)NCc1ccco1 | 2% | -2 | -11% | 3% | -1% | -6% | 4% | -2% | -17%
COc1ccc(OC)c(C2C(C(=O)N(C)C)=C(C)Nc3nc4ccccc4n32)c1 (stereo not given) | -8% | 7 | 8% | -3% | -4% | 13% | 11% | 15% | -4%
Cc1ccnc(SCC(=O)c2cc3ccccc3o2)n1 | -2% | -2 | -17% | -15% | 2% | 52%[activator] | -14% | 13% | 10%
CS(=O)(=O)N1CCc2cc(C(=O)NCCc3ccccc3)ccc21 | -1% | -3 | -3% | -6% | 2% | 45% | -13% | / | 6%
Cc1cccnc1NC(=O)c1ccc([N+](=O)[O-])o1 | -21% | 5 | -8% | 4% | 0% | 6%[57.1 µM] | -8% | -3% | -2%
CCCCn1c(Cl)nc2c1c(=O)n(C)c(=O)n2C | -5% | -4 | -5% | -12% | 1% | 86% | 5% | -3% | -9%
CCSc1nnc(-c2ccccc2SC)o1 | -13% | 0 | -1% | -19% | -14% | 6% | -14% | -7% | 6%
O=C(COC(=O)C(O)C(O)C(=O)OCC(=O)c1ccc(C(F)(F)F)cc1)c1ccc(C(F)(F)F)cc1 (stereo not given) | -17% | -5 | -4% | -9% | -11% | 10% | 0% | 13% | -25%
CC1(C)CC(=O)N(c2cccc(C(F)(F)F)c2)C(=O)C1 | -2% | 2 | 11% | -4% | -1% | 48% | 0% | -8% | 7%
O=C(c1ccc(COc2ccc3ccccc3c2)o1)N1N=C(C(F)F)CC1(O)C(F)F (stereo not given) | -25% | 2 | -11% | ? | -2% | 30% | -13% | 17% | -3%
COc1ccc(-c2ccc(-c3noc(-c4ccccc4C)n3)c(OC)n2)cc1 | -14% | -2 | -1% | -14% | -4% | 3% | 295%[activator] | 0% | -26%
CCC(=O)Nc1nc2nc(-c3ccccc3)cc(-c3ccccc3)n2n1 | -5% | -6 | 5% | -8% | 5% | 24% | 0% | ? | -5%
Cc1ccc(CCNC(=O)CCNS(=O)(=O)c2ccc3c(c2)c(=O)n(C)c(=O)n3C)cc1 | 4% | -10 | -12% | -17% | -4% | 23% | 3% | -4% | -1%
O=C(COC(=O)c1cccc(O)c1)Nc1nnc(-c2ccccc2)o1 | -20% | 3 | 2% | / | 5% | / | 19% | 0% | -3%
O=C(O)c1ccccc1C(=O)Nc1ccc(-n2nc(C(F)(F)F)cc2C(F)(F)F)cc1 | -7% | -1 | -10% | ? | 7% | -14% | ? | -2% | 19%
O=c1c2cnn(-c3ccccc3)c2ncn1CCc1ccccc1 | -3% | -2 | -4% | -5% | -2% | 13% | 0% | -2% | 19%
O=C(NC(Cc1ccccc1)C(=O)NCc1ccccn1)c1ccco1 (stereo not given) | 1% | -16 | -7% | -6% | -15% | 2% | 4% | 2% | 50%
O=C(NCc1cccnc1)c1ccc(COc2ccccc2Cl)o1 | 5% | -1 | 6% | -2% | -15% | -28% | -2% | 1% | 13%
COc1cc(OC)c(NC(=O)CSCc2nc(-c3ccc(OC)c(OC)c3)no2)cc1Cl | -7% | 3 | 2% | -13% | 1% | 9% | -11% | / | 9%
CC(=O)Nc1ccc(C(=O)Nc2nc(-c3cccnc3)cs2)cc1 | 13% | -4 | -17% | -5% | 4% | -1% | -25% | 5% | ?
